IL1B secr inh – qHTS for Inhibitors of Inflammasome Signaling: IL-1-beta AlphaLISA Primary Screen | THP-1 LPS/ATP IL-1B secretion, AlphaLISA, 16 h; stronger effect = lower value | activity change, % at 57.5 µM | 360,000 compounds, 4.7% hits | AID 743279, 2014; in the data active = activity change below about -50%; inconclusive = mostly about -30% to -49%; note: % is set by controls: 0 for no effect and ±100 for the full control effect
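Secreted IL-1B measured by AlphaLISA bead assay after 16 h compound exposure of THP-1 cells; compounds (final up to 57.5 uM) added 1 h before LPS (250 ng/mL) and ATP (1.25 mM) stimulation; lower signal means less secretion.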
SW480 rereplic – A quantitative high throughput screen for small molecules that induce DNA re-replication in SW480 colon adenocarcinoma cells. AID 624297, 2012. Potency, µM (series often up to 46.1 µM), for inactives: at the highest dose re-replication activation, most hits filed as activators. 340,000 compounds, 1.8% hits. SW480 DNA re-replication, Hoechst DNA content imaging, 48 h; note: potency is the fitted concentration of half-maximal effect; % of control where 0% means no effect; nearly all actives have a fitted effect of over 55% in size
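Cells (250 per well) received 23 nL compound or DMSO by pin tool and were kept 48 hr at 37 C, 5% CO2. Nuclei were then stained with Hoechst for 40 min and scanned for DNA content.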
KB-3-1 cytotox – qHTS assay for MDR1-selective chemotherapeutics: Primary screen using the parental adenocarcinoma cell KB-3-1. KB-3-1 viability, CellTiter-Glo ATP luminescence, 72 h. AID 1347075, 2019. Potency, µM (titrated, usually from 46.1 µM), for the others: top-dose activity change, negative = cytotoxic, hits mostly cytotoxic. 400,000 compounds, 1.4% hits; note: potency is the fitted concentration of half-maximal effect; % is set by controls: 0 for no effect and ±100 for the full control effect; nearly all actives have a fitted effect of over 60% in size
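Cytotoxicity measured as CellTiter-Glo luminescence after 72 h at 37 C. Compound titrations were pinned onto drug-naive KB-3-1 parental adenocarcinoma cells grown in DMEM with 10% FBS, and normalized data fitted to concentration-response curves.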
HepG2 tox – qHTS for Inhibitors of TGF-b: Cytotox Counterscreen. HepG2 CAGA-GFP viability, ATP luminescence, 18 h. Potency, µM (doses to about 46.1 µM), for the others: top-dose activity change, negative = cytotoxicity, usual class: cytotoxic. 410,000 compounds, 0.76% hits. AID 588856, 2011; note: potency is the fitted concentration of half-maximal effect; some results filed as inactive show a strong effect at the top dose
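HepG2 CAGA-GFP cells (1000/well, DMEM with 1% FBS) received compound, then TGF-beta at 500 pg/mL final, and were incubated 18 hours at 37 degrees C. Viability was read by CellTiter-Glo luminescence. Media-only wells were set as complete cell-killing and DMSO as no toxicity.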
MCF10A rerep – A quantitative high throughput screen for small molecules that induce DNA re-replication in MCF 10a normal breast cells; MCF 10A DNA re-replication, Hoechst nuclear intensity, 48 h; Potency, µM (titrated, usually from 46.1 µM), without a hit: at the highest dose activity, positive = re-replication, usual class: activators; 350,000 compounds, 2.9% hits; AID 624296, 2012; note: potency is the fitted concentration of half-maximal effect; % of control where 0% means no effect; nearly all actives have a fitted effect of over 50% in size
HT1080 IDH1KD tx – qHTS for induction of synthetic lethality in tumor cells producing 2HG: qHTS for the HT-1080-IDH1KD cell line | HT-1080 IDH1 knockdown viability, ATP luminescence, 48 h | Potency, µM (top dose mostly 46.1 µM), without a hit: at the highest dose activity, negative = toxicity, usual class: cytotoxic | 360,000 compounds, 2% hits | AID 686971, 2013;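 note: potency is the fitted concentration of half-maximal effect; 0% = DMSO wells and -100% = cell-free medium wells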
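CellTiter-Glo luminescence after 48 h compound exposure at 37 degrees C of IDH1-knockdown HT-1080 cells in 5% FBS RPMI. %Activity scaled between DMSO wells and cell-free media wells, with curves fitted and assigned curve classes.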
ATXN2 expr inh – Primary qHTS for Inhibitors of ATXN expression; Potency, µM (series often up to 57 µM), inactives show top-dose activity change, negative = inhibition, most hits filed as inhibitors; 360,000 compounds, 0.72% hits; HEK-293 ATXN2-luciferase reporter, luminescence, 24 h; AID 1745845, 2022; note: potency is the fitted concentration of half-maximal effect; % is set by controls: 0 for no effect and ±100 for the full control effect; nearly all actives have a fitted effect of over 55% in size
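ATXN2-luciferase reporter cells (luciferase flanked by upstream and downstream ATXN2 gene portions) were treated 24 h at 37 °C with compounds at up to 57 uM. SteadyGlo luminescence gave expression; GF-AFC fluorescence gave viability.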
HT1080-NT tox – qHTS for induction of synthetic lethality in tumor cells producing 2HG: qHTS for the HT-1080-NT fibrosarcoma cell line. 360,000 compounds, 1.6% hits. AID 686970, 2013. Potency, µM (series often up to 46.1 µM), without a hit: at the highest dose activity, negative = less viability, usual class: cytotoxic. HT-1080-NT fibrosarcoma viability, CellTiter-Glo ATP luminescence, 48 h;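 note: NT is the 2HG producing partner of a matched IDH1 knockdown line; potency is the fitted concentration of half-maximal effect; 0% = DMSO-treated cells and -100% = media-only wells without cells; nearly all actives have a fitted effect of over 55% in size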
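Fibrosarcoma NT cells, 750 per well in 5% FBS RPMI, were exposed to compound for 48 hours. Viability: CellTiter-Glo luminescence.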
S2 tox – Viability Counterscreen for Primary qHTS for Inhibitors of ATXN expression. S2 cells (HEK-293 line with an ATXN2-luciferase reporter) viability, CellTiter-Fluor protease fluorescence, 24 h. Potency, µM (series often up to 56.7 µM), usual class: cytotoxic. 400,000 compounds, 0.49% hits. AID 651635, 2014; note: potency is the fitted concentration of half-maximal effect; nearly all actives have a fitted effect of over 40% in size
* marks the source's active call; other numbers are inactive results; i = inactive; ? = inconclusive; . = no result given; [ ] = remark or other dose. Unless noted, calls come from the whole dose curve; as a rule, active = well fitted curve in the direction sought with a large enough effect; inconclusive = small, poorly fitted or top-dose-only effect, or another doubt; inactive = no such curve, though single readings can be large; an effect the other way counts as inactive or inconclusive.

SMILES | IL1B secr inh | SW480 rereplic | KB-3-1 cytotox | HepG2 tox | MCF10A rerep | HT1080 IDH1KD tx | ATXN2 expr inh | HT1080-NT tox | S2 tox
O=C(NN(c1ccccc1)c1ccccc1)c1ccc([N+](=O)[O-])o1 | -93.2* | 11.6µM* | ? | -96.9% | ? | ? | ? | ? | ?
O=C(CSc1nc2ccccc2s1)N1c2ccccc2Sc2ccccc21 | -7.9 | 4.5% | ? | -2.5% | ? | -15.4% | -15.1% | -0.4% | i
Cc1ccc(/C=C(\NC(=O)c2ccccc2)C(=O)NC(Cc2ccccc2)C(=O)O)cc1 (configuration not stated) | 23.0 | -3.7% | 14.5% | -5.1% | 0.5% | 14.9% | -3.6% | 14.2% | i
CCn1c(SCC(=O)N2c3ccccc3Sc3ccccc32)nnc1-c1ccco1 | ? | 5.3% | 3.8% | -40.2% | -4.0% | 0.0% | -15.8% | 2.2% | i
O=C(CSc1ccc2ccccc2c1)N1CCN(c2ccc(O)cc2)CC1 | 25.5 | ? | -3.7% | -7.9% | -3.5% | ? | -25.3% | -16.2% | i
COc1ccc(C)cc1NC(=O)c1nnn(CCc2ccccc2)c1N | 9.1 | 5.5% | -1.1% | -11.2% | 7.7% | -0.6% | -12.3% | 0.5% | i
N#CC1(c2ccccc2)CCC(=O)N1c1ccccc1 (configuration not stated) | -16.8 | -4.8% | 6.4% | 2.5% | 7.8% | 0.0% | . | -13.1% | i
CCOc1ccc(C(=O)NCC(=O)NNC(=O)c2ccco2)cc1OCC | 14.1 | -4.5% | . | -0.4% | 3.1% | -1.2% | -24.6% | 0.0% | i
O=C(CCNS(=O)(=O)c1ccc(Br)s1)NCc1ccccc1Cl | -13.3 | 2.1% | -5.7% | -1.8% | 13.3% | -2.4% | 3.1% | 1.9% | i
O=C(O)C1C2C=CC(C2)C1C(=O)N1CCN(CCO)CC1 (configuration not stated) | -1.8 | 1.1% | 6.1% | -4.8% | 0.1% | 17.6% | 1.7% | 13.2% | i
CCN(CC)C(=O)C1=C(C)N(Cc2ccccc2)C(=O)C(CC(=O)NC(c2ccccc2)c2ccccc2)C1 (configuration not stated) | -15.6 | . | 1.9% | -73.0% | . | -2.2% | -20.5% | 0.3% | ?
Cc1oc(C(C)(C)C)cc1C(=O)N1CCN(C(c2ccccc2)c2ccccc2)CC1 | -68.5* | ? | 3.3% | -0.7% | 11.6µM* | ? | -27.2% | ? | i
Cc1cccc(OCC(=O)NC2CCCCCC2)c1C | -8.5 | -0.5% | -5.8% | -5.8% | 18.9% | 5.3% | 4.7% | -2.9% | i
CC(C)Sc1nnc(NC(=O)CCc2ccccc2)s1 | 6.0 | -12.6% | 1.1% | -2.6% | 4.6% | 0.1% | 5.1% | 1.3% | i
CCOC(=O)c1ccc(NC(=O)CC(C)n2nc(C)cc2C)cc1 (configuration not stated) | . | . | 9.1% | -4.7% | . | . | 7.6% | . | i
Cc1ccc(OCC(O)CN2CCC(Cc3ccccc3)CC2)c(C)c1 (configuration not stated) | -53.9* | ? | -0.6% | -48.5% | ? | ? | ? | ? | i
O=C(CC1(O)C(=O)Nc2ccccc21)c1cccc(Br)c1 (configuration not stated) | 36.6 | 1.2% | -0.7% | -12.9% | 2.6% | -2.6% | ? | -0.9% | i
CCn1c(CC(=O)Nc2ccccc2)nnc1SCC(=O)Nc1nnc(C)s1 | 0.2 | -234.1%[inhibitor] | -3.0% | 10.3% | ? | -1.1% | 10.2% | 12.4% | i
COCCCNC(=O)c1cc2cc3cc(OC)ccc3nc2o1 | -24.7 | -5.5% | 1.8% | 2.9% | -0.9% | 6.8% | . | -1.3% | i
CC(=O)c1cccc(NC(=S)NCCCCc2ccccc2)c1 | ? | -0.6% | -20.9% | -75.8% | ? | -33.3% | ? | -3.1% | ?
CCOc1cccc(CC(=O)N2CCc3c([nH]c4ccc(OC)cc34)C2c2ccc(F)cc2)c1OCC (configuration not stated) | . | . | -21.0% | -2.4% | . | . | 29.2% | . | i
NC(=O)C1CCN(C(=O)COc2ccc3ccccc3c2)CC1 | 26.4 | -0.1% | 16.2% | 2.6% | -0.6% | 5.6% | 66.8%[activator] | 3.6% | i
CCn1c(/C=C/c2ccccc2Cl)nc2ccccc2c1=O | ? | ? | -3.1% | -21.5% | 16.4µM* | 0.0% | 14.7% | -4.8% | i
CC(=O)C1=C(C)NC(SCC(=O)Nc2nccs2)=C(C#N)C1c1ccccc1Cl (configuration not stated) | ? | 6.51µM* | -9.2% | -2.7% | 1.84µM* | -26.7% | -2.8% | -17.1% | i
O=C1CCCC2=C1C(c1ccc(OS(=O)(=O)c3ccc(Cl)cc3)cc1)C1=C(CCCC1=O)O2 | -13.2 | 10.8% | ? | 1.9% | ? | 12.3% | ? | 6.4% | i
COc1ccc(NS(=O)(=O)c2cc3c4c(c2)CCN4C(=O)CC3)c(OC)c1 | 18.4 | 1.4% | 0.0% | -1.4% | 13.3% | -4.2% | 11.1% | -3.0% | i
CNC(=O)C1CN(C(=O)c2cccc(S(=O)(=O)N3CCc4ccccc43)c2)c2ccccc2O1 (configuration not stated) | 31.5 | . | -1.2% | -30.1% | . | -22.0% | . | -20.4% | i
CCOC(=O)N(C)c1c(CC)nc2c(OCCOc3ccccc3)cccn12 | -15.0 | . | -22.9% | 1.3% | . | 21.4% | -2.0% | 10.9% | i
FC(F)(F)c1cccc(NC(=S)N2CCCCCC2)c1 | 17.9 | 1.6% | -13.0% | -40.7% | 9.5% | 4.3% | . | 11.2% | i
O=C(c1ccc(Cn2c(=O)[nH]c3ccccc3c2=O)cc1)N1CCN(c2ccc(F)cc2)CC1 | -19.8 | 0.2% | -28.5% | -26.2% | 1.4% | -21.2% | -5.9% | -19.9% | ?
O=C(OCc1nnc(-c2ccc(Cl)cc2)o1)C12CC3CC(CC(O)(C3)C1)C2 | 0.0 | 0.5% | 1.4% | 1.4% | -1.2% | 14.2% | 66.0%[activator] | 4.9% | i
COC(=O)c1cccc(NC(=O)c2nn(C(C)C)c(=O)c3ccccc23)c1 | 11.1 | 0.5% | -1.1% | -17.8% | -18.0% | 0.9% | -33.3% | 7.8% | i
CCOC(=O)N1CCN(c2c(NCc3ccccc3OC)c(=O)c2=O)CC1 | 18.6 | ? | -16.1% | -1.7% | 6.4% | -5.4% | -6.7% | -2.6% | i
CC12CN3CCN(CC(C3)/C1=N\NC(=O)Nc1cccc(Cl)c1)C2 | -15.2 | -1.6% | -8.2% | -10.3% | -4.8% | -1.3% | 5.3% | 1.4% | i
O=C(Oc1ccc2ccccc2c1Br)N1CCCCCC1 | 14.2 | -3.1% | 1.7% | -47.8% | ? | ? | 71.8%[activator] | -1.4% | i
O=C(Nc1nccs1)c1cc2sccc2n1Cc1ccc(Cl)cc1 | 12.8 | 0.7% | -2.4% | -0.7% | -6.2% | 2.1% | -3.8% | 0.0% | i
CC1CN(S(=O)(=O)c2cccc(C(F)(F)F)c2)CC(C)O1 (configuration not stated) | 11.6 | -13.2% | -1.7% | 8.6% | -0.8% | 3.0% | -11.1% | 0.3% | i
CC1OC2(C)OC(=N)C1(C#N)C(C#N)(C#N)C2c1ccccc1 (configuration not stated) | 0.0 | -99.5%[inhibitor] | 3.8% | -0.9% | ? | 3.9% | -4.2% | -4.0% | i
CC1(C(=O)OCC(=O)Nc2ccccc2)CC1(Cl)Cl (configuration not stated) | 27.2 | -4.1% | 15.1% | -19.3% | -1.6% | 13.8% | 24.6% | 5.1% | i
CC1CCCN(C(=O)Cc2ccc(F)cc2)C1 (configuration not stated) | -6.4 | 4.6% | 0.5% | -1.9% | 0.0% | 2.5% | 2.0% | -10.5% | i

Whole records from above.
O=C(Oc1ccc2ccccc2c1Br)N1CCCCCC1 as listed: IL1B secr inh: 14.2; SW480 rereplic: -3.1%; KB-3-1 cytotox: 1.7%; HepG2 tox: -47.8%; MCF10A rerep: ?; HT1080 IDH1KD tx: ?; ATXN2 expr inh: 71.8%[activator]; HT1080-NT tox: -1.4%; S2 tox: i
CC(C)Sc1nnc(NC(=O)CCc2ccccc2)s1 as listed: IL1B secr inh: 6.0; SW480 rereplic: -12.6%; KB-3-1 cytotox: 1.1%; HepG2 tox: -2.6%; MCF10A rerep: 4.6%; HT1080 IDH1KD tx: 0.1%; ATXN2 expr inh: 5.1%; HT1080-NT tox: 1.3%; S2 tox: i

Remaining list, next part:
SMILES | IL1B secr inh | SW480 rereplic | KB-3-1 cytotox | HepG2 tox | MCF10A rerep | HT1080 IDH1KD tx | ATXN2 expr inh | HT1080-NT tox | S2 tox
CCc1ccccc1NS(=O)(=O)c1ccc(NC(=O)N2CCCC2)cc1 | . | . | -30.2% | 3.8% | . | . | -4.8% | . | i
CC(=O)C[C@@H](O)CC(=O)[C@H]1OC(=O)[C@H](C)CCCCc2ccccc21 | 23.9 | -2.4% | 4.1% | -4.2% | -27.6% | 8.1% | 6.4% | 12.4% | i
CCN(CCn1cccn1)C(=O)CCc1nnc(CCCc2ccccc2)o1 | 7.7 | 5.5% | 3.2% | -2.8% | 2.3% | 19.9% | 96.4%[activator] | 8.4% | i
O=C(NCc1ccco1)C1CCCN1C(=O)Nc1ccccc1[N+](=O)[O-] (configuration not stated) | 30.3 | -17.5% | 6.5% | -7.7% | -17.4% | 0.1% | -10.1% | 1.6% | i
O=C(COC(=O)c1ccccc1-c1ccccc1[N+](=O)[O-])c1ccccc1 | -4.3 | 0.2% | 0.0% | -21.7% | -7.1% | -5.8% | 1.4% | -17.5% | i
CCN(CC)C(=O)CN1C(=O)/C(=C/c2ccccc2)SC1=S | -62.1* | 25.8% | -3.0% | -26.3% | ? | -1.7% | 9.3% | -0.2% | i
